KCNQ1 block – human KCNQ1 channel inhibition; P51787; AID 2642; B-score at 10 µM; CHO-K1 KCNQ1, FluxOR thallium flux fluorescence; hits give high values; 310,000 tested, 1.3% active;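 active = compounds whose thallium flux B-score, printed positive for inhibition, exceeds three library SD while starting fluorescence stays within three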;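 also: channel opened by potassium depolarization with thallium stimulus after 20 min compound exposure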
PolyA inhibitor – yeast polyadenylation inhibition | S. cerevisiae SKY197-pL101 polyadenylation reporter, beta-gal luminescence; efflux-impaired pdr1/pdr3 knockout yeast; score 100 = 6 SD above DMSO | calls only at 12 µM | 300,000 tested, 0.02% active;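 active = lowest replicate activity score at least 50, where 100 means six control SD above control mean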;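 also: yeast exposed to compound for 9 h at 30 °C; higher score means more reporter readthrough which indicates perturbed polyadenylation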
KCNQ1 act – potentiates or activates the human KCNQ1 potassium channel | P51787 | CHO-K1 KCNQ1, thallium flux FluxOR fluorescence; hits give high values | B-score at 10 µM | 310,000 tested, 0.35% active | AID 2648;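 active = fluorescence ratio B-score, a plate-corrected score, at least three library SD, with initial intensity B-score within 5 SD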
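Medium – assay buffer, equal DMSO in all wells · Material – CHO-K1 cell line with stable KCNQ1 potassium channel expression · Signal – kinetic FluxOR thallium fluorescence, 10-s 1-Hz baseline, 110-s post-stimulus read · Compound – single concentration per compound, DMSO matched to controls · Schedule – 37 °C overnight plating, 90-min dark dye load, 20-min compound pretreatment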
GSK3 alpha inh – inhibitors of human GSK-3 alpha kinase; 320,000 tested, 0.1% active; inhibition, % at 10 µM; ADP-Glo luminescence, 60 min;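 in the data active = inhibition above about 50%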;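 also: GST-tagged GSK-3 alpha with peptide substrate and 25 µM ATP; 0% = DMSO neutral wells and 100% = GW8510 positive control wells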
Target sequence (P49840 whole entry, looked up): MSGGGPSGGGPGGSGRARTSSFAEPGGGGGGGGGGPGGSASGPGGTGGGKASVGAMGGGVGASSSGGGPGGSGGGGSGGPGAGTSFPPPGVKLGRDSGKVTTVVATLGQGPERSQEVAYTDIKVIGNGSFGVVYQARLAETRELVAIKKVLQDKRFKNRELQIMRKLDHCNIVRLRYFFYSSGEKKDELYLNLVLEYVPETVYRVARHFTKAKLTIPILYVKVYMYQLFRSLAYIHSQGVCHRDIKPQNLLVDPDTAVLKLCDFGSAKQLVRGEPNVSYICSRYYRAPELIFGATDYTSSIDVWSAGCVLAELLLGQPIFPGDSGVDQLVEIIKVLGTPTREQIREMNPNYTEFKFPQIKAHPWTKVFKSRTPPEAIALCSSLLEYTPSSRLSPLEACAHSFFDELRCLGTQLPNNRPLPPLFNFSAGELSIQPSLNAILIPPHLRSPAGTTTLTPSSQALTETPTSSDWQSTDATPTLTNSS
KCNK9 inh – human KCNK9 channel inhibition; Q9NPC2; HEK293 KCNK9, FluxOR thallium flux fluorescence; hits give low values; B-score at 10 µM; 310,000 tested, 1.2% active; AID 488922;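 active = ratio B-score over 3 SD below the library mean, with starting fluorescence within 5 SD of its mean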;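 also: negative B-score means less thallium flux so channel inhibition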
Target sequence (Q9NPC2 whole entry, looked up): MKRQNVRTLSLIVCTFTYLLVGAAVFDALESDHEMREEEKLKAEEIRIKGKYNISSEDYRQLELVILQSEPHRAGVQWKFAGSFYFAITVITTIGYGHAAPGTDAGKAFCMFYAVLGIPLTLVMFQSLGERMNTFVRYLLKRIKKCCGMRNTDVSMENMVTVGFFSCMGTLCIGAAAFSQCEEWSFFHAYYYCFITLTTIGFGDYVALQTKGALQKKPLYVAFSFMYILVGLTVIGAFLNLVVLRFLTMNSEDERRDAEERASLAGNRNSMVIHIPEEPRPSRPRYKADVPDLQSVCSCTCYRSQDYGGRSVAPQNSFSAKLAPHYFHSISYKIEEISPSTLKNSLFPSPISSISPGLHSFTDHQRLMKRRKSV
RGS4 inh – human RGS4 inhibition. P49798. HEK293 M3R/RGS4 inducible, Fluo-4 calcium flux; hits give high values; triggered by carbachol at its EC20. B-score at 10 µM. 310,000 tested, 0.45% active. AID 463165;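 active = B-score, a plate-corrected calcium signal, over three deviations above library mean, with baseline fluorescence within five deviations of library mean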;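 also: RGS4 expression induced by doxycycline in cells with stable M3 receptor; B-score is computed from the integrated fluorescence ratio over baseline after carbachol; higher B-score means a larger calcium signal and so more RGS4 inhibition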
Target sequence (P49798 whole entry, looked up): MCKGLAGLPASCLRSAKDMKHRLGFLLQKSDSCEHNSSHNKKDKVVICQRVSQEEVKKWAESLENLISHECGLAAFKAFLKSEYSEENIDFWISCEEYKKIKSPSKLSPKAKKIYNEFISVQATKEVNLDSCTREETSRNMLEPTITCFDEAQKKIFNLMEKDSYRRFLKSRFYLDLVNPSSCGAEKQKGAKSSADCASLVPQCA
hERG protect – hERG (human) protection from proarrhythmic block; Q12809; CHO-hERG, FluxOR thallium flux, dofetilide IC70 present; activation (rescue from dofetilide block), less the hit threshold, % at 10 µM; 310,000 tested, 0.51% active;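 active = activation above the mean of controls blocked by dofetilide plus 5 SD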;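 also: thallium influx through hERG after potassium depolarization seen as dye fluorescence rise; in these data hits start at about 4.7%; inactives centre near -7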
Dyrk1A ADPGlo – inhibitors of rat Dyrk1A kinase; 310,000 tested, 0.43% active; ADP-Glo luminescence, NFATc1 peptide; Q63470; inhibition, % at 12.5 µM; in the data active = inhibition above about 50%;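 also: plate controls were vehicle with enzyme for no effect and no enzyme for full effect; many of its hits are not listed in these tables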
GSK3B inh – inhibitors of human GSK3beta kinase. AID 2097. 300,000 tested, 0.038% active. activity score (negative = inhibition), % at 10 µM. GST-GSK3beta kinase, ADP-Glo luminescence, 60 min; hits give low values. P49841;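 active = more than half of replicate wells score below -50%, meaning over 50% inhibition versus plate controls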;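 also: 0% = median DMSO wells and -100% = median GW8510 positive control wells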
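Test system: GST-fused GSK3beta enzyme, cell-free | Quantity: 1.6 ng GST-GSK3beta enzyme per well | Reagent: 25 µM ATP with peptide substrate | Schedule: 60 min enzyme reaction, room temperature | Signal: Luminescent ADP-Glo measurement of ADP formed | Read-out basis: Score relative to plate controls | Control set: DMSO and 20 µM GW8510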
RGS4 pot – potentiators or activators of RGS4 | HEK293 M3R/inducible RGS4, carbachol calcium flux Fluo4; hits give low values | B-score at 10 µM | 310,000 tested, 0.92% active | AID 463111;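 active = B-score of the integrated calcium signal more than 4 SD below the library mean, with starting fluorescence not abnormally high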;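 also: negative B-score means reduced calcium response which marks RGS4 activation or potentiation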
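Material: M3R-expressing HEK293 line, RGS4 induced by doxycycline | Schedule: Overnight RGS4 induction, 30 min dye load 37 °C, 20 min compound RT | Measured by: Fluo4 fluorescence kinetic imaging of calcium | Read-out: Integrated calcium ratio converted to B score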
KCNK3 block – human KCNK3 channel inhibition, primary screen; CHO-KCNK3 thallium flux, FluxOR fluorescence; hits give low values; B-score at 10 µM; 340,000 tested, 0.84% active; O14649;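 active = B-score under library mean minus 4 SD, starting fluorescence ratio at most library mean plus 5 SD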;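 also: more negative B-score means stronger inhibition of thallium flux through KCNK3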
An asterisk follows results filed as active. A portion of the library, so the mix of outcomes need not match the whole.

For Cc1cc(C)c(S(=O)(=O)N(CC(=O)O)CC(=O)O)c(C)c1 the results were KCNQ1 block inactive, PolyA inhibitor inactive, KCNQ1 act inactive, GSK3 alpha inh 1, KCNK9 inh inactive, RGS4 inh inactive, hERG protect -4, Dyrk1A ADPGlo -2, GSK3B inh 2, RGS4 pot inactive and KCNK3 block inactive.
For O=C(CSc1nnc(CNC(=O)c2c(F)cccc2Cl)o1)c1ccccc1 the results were KCNQ1 block inactive, PolyA inhibitor inactive, KCNQ1 act inactive, GSK3 alpha inh 3, KCNK9 inh inactive, RGS4 inh inactive, hERG protect -10, Dyrk1A ADPGlo 11, GSK3B inh -5, RGS4 pot inactive and KCNK3 block inactive.
Screening CC(C)(C)c1nnc(NC(=O)C2c3ccccc3Oc3ccccc32)s1 returned KCNQ1 block inactive, PolyA inhibitor inactive, KCNQ1 act inactive, GSK3 alpha inh 0, KCNK9 inh inactive, RGS4 inh inactive, hERG protect -13, Dyrk1A ADPGlo -7, GSK3B inh 3, RGS4 pot inactive and KCNK3 block inactive.
`Cc1ccc(NC(=O)CN2CCc3ccccc3C2)cc1S(=O)(=O)N(C)C` gave KCNQ1 block inactive, PolyA inhibitor inactive, KCNQ1 act inactive, GSK3 alpha inh -2, KCNK9 inh inactive, RGS4 inh inactive, hERG protect -5, Dyrk1A ADPGlo -1, GSK3B inh -1, RGS4 pot inactive and KCNK3 block inactive.
Screening O=C(CS(=O)CC(=O)NC12CC3CC(CC(C3)C1)C2)Nc1ccc(F)cc1 (configuration not stated) returned KCNQ1 block inactive, PolyA inhibitor inactive, KCNQ1 act inactive, GSK3 alpha inh -3, KCNK9 inh inactive, RGS4 inh inactive, hERG protect -2, Dyrk1A ADPGlo -1, GSK3B inh 3, RGS4 pot inactive and KCNK3 block inactive.
`NC(=O)c1ccsc1NC(=O)c1nc(-c2ccccc2)n(-c2ccccc2)n1` gave KCNQ1 block inactive, PolyA inhibitor inactive, KCNQ1 act inactive, GSK3 alpha inh 0, KCNK9 inh inactive, RGS4 inh inactive, hERG protect -4, Dyrk1A ADPGlo 1, GSK3B inh 0, RGS4 pot inactive and KCNK3 block inactive.
Cc1ccc2cccc(Oc3ncnc4sc(C)c(C)c34)c2n1 was read as KCNQ1 block inactive, PolyA inhibitor inactive, KCNQ1 act inactive, GSK3 alpha inh -1, KCNK9 inh inactive, RGS4 inh inactive, hERG protect -2, Dyrk1A ADPGlo 0, GSK3B inh 3, RGS4 pot inactive and KCNK3 block inactive.
Screening O=S(=O)(Nc1ccc(Cc2ccncc2)cc1)c1ccc(Br)s1 returned KCNQ1 block inactive, PolyA inhibitor inactive, KCNQ1 act inactive, GSK3 alpha inh 0, KCNK9 inh inactive, RGS4 inh inactive, hERG protect -10, Dyrk1A ADPGlo 1, GSK3B inh 4, RGS4 pot inactive and KCNK3 block inactive.
Screening COc1cccc(NC(=O)C(C)OC(=O)CCCNC(=O)c2ccc(Cl)cc2)c1 (configuration not stated) returned KCNQ1 block inactive, PolyA inhibitor inactive, KCNQ1 act inactive, GSK3 alpha inh 0, KCNK9 inh inactive, RGS4 inh inactive, hERG protect -8, Dyrk1A ADPGlo 4, GSK3B inh -2, RGS4 pot inactive and KCNK3 block inactive.
Screening O=C(NCCCN1CCOCC1)c1ccc(CS(=O)(=O)Cc2ccccc2Cl)o1 returned KCNQ1 block inactive, PolyA inhibitor inactive, KCNQ1 act inactive, GSK3 alpha inh 0, KCNK9 inh inactive, RGS4 inh inactive, hERG protect -1, Dyrk1A ADPGlo -7, GSK3B inh 7, RGS4 pot inactive and KCNK3 block inactive.
`Cc1csc(=O)n1CC(=O)OCC(=O)Nc1ccc(F)c(F)c1` gave KCNQ1 block inactive, PolyA inhibitor inactive, KCNQ1 act inactive, GSK3 alpha inh -2, KCNK9 inh inactive, RGS4 inh inactive, hERG protect -15, Dyrk1A ADPGlo 2, GSK3B inh 2, RGS4 pot inactive and KCNK3 block inactive.
`CCOc1ccc(CCNC(=O)CCOc2cc(C)ccc2C)cc1OCC` gave KCNQ1 block inactive, PolyA inhibitor inactive, KCNQ1 act inactive, GSK3 alpha inh -1, KCNK9 inh inactive, RGS4 inh inactive, hERG protect -4, Dyrk1A ADPGlo 0, GSK3B inh -2, RGS4 pot inactive and KCNK3 block inactive.
`COc1cccc(C(=O)CC(=O)C(=O)Nc2cc(OC)c(OC)c(OC)c2)c1` gave KCNQ1 block inactive, PolyA inhibitor inactive, KCNQ1 act inactive, GSK3 alpha inh -4, KCNK9 inh inactive, RGS4 inh inactive, hERG protect -3, GSK3B inh 3 and RGS4 pot inactive.
Screening CN(Cc1nccs1)C(=O)C1CCC(=O)N(CCc2ccc(Cl)cc2)C1 (configuration not stated) returned KCNQ1 block inactive, PolyA inhibitor inactive, KCNQ1 act inactive, GSK3 alpha inh -1, KCNK9 inh inactive, RGS4 inh inactive, hERG protect -5, GSK3B inh -1, RGS4 pot inactive and KCNK3 block inactive.
For O=C(CCn1c(=O)oc2ccccc21)NCCN1CCc2ccccc2C1 the results were KCNQ1 block inactive, PolyA inhibitor inactive, KCNQ1 act inactive, GSK3 alpha inh 1, KCNK9 inh inactive, RGS4 inh inactive, hERG protect -7, Dyrk1A ADPGlo 1, GSK3B inh -1, RGS4 pot inactive and KCNK3 block inactive.

The list goes on, overlapping the part above by 2 compounds.
Screening CN(Cc1nccs1)C(=O)C1CCC(=O)N(CCc2ccc(Cl)cc2)C1 (configuration not stated) returned KCNQ1 block inactive, PolyA inhibitor inactive, KCNQ1 act inactive, GSK3 alpha inh -1, KCNK9 inh inactive, RGS4 inh inactive, hERG protect -5, GSK3B inh -1, RGS4 pot inactive and KCNK3 block inactive.
For O=C(CCn1c(=O)oc2ccccc21)NCCN1CCc2ccccc2C1 the results were KCNQ1 block inactive, PolyA inhibitor inactive, KCNQ1 act inactive, GSK3 alpha inh 1, KCNK9 inh inactive, RGS4 inh inactive, hERG protect -7, Dyrk1A ADPGlo 1, GSK3B inh -1, RGS4 pot inactive and KCNK3 block inactive.
Cc1ccc(NC(=O)CCNC(=O)c2ccccc2)cc1F was read as KCNQ1 block inactive, PolyA inhibitor inactive, KCNQ1 act inactive, GSK3 alpha inh 0, KCNK9 inh inactive, RGS4 inh inactive, hERG protect -3, Dyrk1A ADPGlo -3, GSK3B inh 0, RGS4 pot inactive and KCNK3 block inactive.
For C/C(=N\NC(=O)c1ccc(N(C)C)cc1)c1ccc(C)c(C)c1 the results were KCNQ1 block inactive, PolyA inhibitor inactive, KCNQ1 act inactive, GSK3 alpha inh 1, KCNK9 inh inactive, RGS4 inh inactive, hERG protect -7, Dyrk1A ADPGlo 13, GSK3B inh -2, RGS4 pot inactive and KCNK3 block inactive.
For C[C@H](NC(=O)C1CCN(S(=O)(=O)c2ccccc2)CC1)C(=O)NCc1ccc(F)cc1 the results were KCNQ1 block inactive, PolyA inhibitor inactive, KCNQ1 act inactive, GSK3 alpha inh -4, KCNK9 inh inactive, RGS4 inh inactive, hERG protect -9, Dyrk1A ADPGlo -4, GSK3B inh 0, RGS4 pot inactive and KCNK3 block inactive.
For NC(=O)CC(NC(=O)Cc1ccc(Br)cc1)c1ccc(N2CCN(c3ccccn3)CC2)c([N+](=O)[O-])c1 (configuration not stated) the results were KCNQ1 block inactive, PolyA inhibitor inactive, KCNQ1 act inactive, GSK3 alpha inh -2, KCNK9 inh inactive, RGS4 inh inactive, hERG protect -7, GSK3B inh -2, RGS4 pot inactive and KCNK3 block inactive.
COc1ccc(CNC(=O)C(=O)NCc2cccnc2)cc1 was read as KCNQ1 block inactive, PolyA inhibitor inactive, KCNQ1 act inactive, GSK3 alpha inh -1, KCNK9 inh inactive, RGS4 inh inactive, hERG protect 1, Dyrk1A ADPGlo -4, GSK3B inh -5, RGS4 pot inactive and KCNK3 block inactive.
COCCCNC(=S)NNC(=O)c1cc(-c2cccnc2)nc2ccccc12 was read as KCNQ1 block inactive, PolyA inhibitor inactive, KCNQ1 act inactive, GSK3 alpha inh -2, KCNK9 inh inactive, RGS4 inh inactive, hERG protect -12, Dyrk1A ADPGlo 2, GSK3B inh 0, RGS4 pot inactive and KCNK3 block inactive.
Screening O=C(CCS(=O)(=O)c1cccs1)Nc1ccc(C(=O)NCc2ccccc2)cc1 returned KCNQ1 block inactive, PolyA inhibitor inactive, KCNQ1 act inactive, GSK3 alpha inh 2, KCNK9 inh inactive, RGS4 inh inactive, hERG protect -2, Dyrk1A ADPGlo 1, GSK3B inh 1, RGS4 pot inactive and KCNK3 block inactive.
COc1ccc(C(=O)NC(=S)N(C)C2CCCCC2)cc1Br was read as KCNQ1 block inactive, PolyA inhibitor inactive, KCNQ1 act inactive, GSK3 alpha inh -2, KCNK9 inh inactive, RGS4 inh inactive, hERG protect 6.2*, Dyrk1A ADPGlo -10, GSK3B inh 0, RGS4 pot inactive and KCNK3 block inactive.
Oc1ccccc1CN1CCN(C(O)(c2ccccc2)c2ccccc2)CC1 was read as KCNQ1 block inactive, PolyA inhibitor inactive, KCNQ1 act inactive, GSK3 alpha inh -4, KCNK9 inh inactive, RGS4 inh inactive, hERG protect -10, Dyrk1A ADPGlo -1, GSK3B inh 0, RGS4 pot inactive and KCNK3 block inactive.
O=C1c2ccccc2C(=O)N1CSc1nnc(Nc2ccccc2)s1 was read as KCNQ1 block inactive, PolyA inhibitor inactive, KCNQ1 act inactive, GSK3 alpha inh 3, KCNK9 inh inactive, RGS4 inh inactive, hERG protect -10, Dyrk1A ADPGlo -1, GSK3B inh 1, RGS4 pot inactive and KCNK3 block inactive.
Screening O=C(NCCc1ccc(Cl)cc1)c1cc(-c2ccccn2)nc2ccccc12 returned KCNQ1 block inactive, PolyA inhibitor inactive, KCNQ1 act inactive, GSK3 alpha inh 0, KCNK9 inh inactive, RGS4 inh inactive, hERG protect -5, GSK3B inh 3, RGS4 pot inactive and KCNK3 block inactive.

Bioassay records: PubChem BioAssay, several laboratories
